Assay outcomes from PubChem BioAssay.
HGIII-sPLA2 inh = Inhibits HGIII-sPLA2 liposome hydrolysis, primary screen; QFRET BODIPY PC-A2 liposome hydrolysis, fluorescence; inhibition, % at 12.2 µM; 370,000 tested, 0.56% active; AID 743126;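 active means inhibition above mean plus 3 SD of compounds lying within the high and low control bounds, cut at about 19% in these data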;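 further: 0% = median of test compound wells and 100% = no enzyme DMSO wells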
Target sequence (Q9NZ20 whole entry, looked up): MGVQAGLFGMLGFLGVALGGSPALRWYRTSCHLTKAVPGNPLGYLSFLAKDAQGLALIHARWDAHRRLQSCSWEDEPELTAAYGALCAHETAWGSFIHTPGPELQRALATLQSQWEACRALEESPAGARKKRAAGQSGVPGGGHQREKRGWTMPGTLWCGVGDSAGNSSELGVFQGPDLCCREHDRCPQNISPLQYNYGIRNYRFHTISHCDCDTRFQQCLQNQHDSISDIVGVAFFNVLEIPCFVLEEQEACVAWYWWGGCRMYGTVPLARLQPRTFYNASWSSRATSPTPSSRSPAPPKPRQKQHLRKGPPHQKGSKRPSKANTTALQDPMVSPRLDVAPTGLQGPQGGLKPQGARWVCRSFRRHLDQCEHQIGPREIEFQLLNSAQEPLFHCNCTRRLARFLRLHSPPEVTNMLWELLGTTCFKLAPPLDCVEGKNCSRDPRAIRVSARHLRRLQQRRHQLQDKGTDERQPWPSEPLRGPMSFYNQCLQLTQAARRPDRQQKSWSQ
DAX1 inh-1 = blocks DAX1 repression of SF-1 activated StAR promoter; HEK293T StAR-luciferase reporter, SF-1/DAX-1 repression relief; inhibition, % at 6.8 µM; 370,000 tested, 1.1% active; AID 652010;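 active means inhibition above the mean over all tested compounds plus 3 SD, cut at about 3.6% in these data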;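 further: 0% = DAX-1 cells with DMSO and 100% = cells lacking DAX-1 with DMSO; higher inhibition means more luminescence from relief of DAX-1 repression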
DAX1 inh-2 = inhibitors of human orphan nuclear receptor DAX1 (NR0B1) | P51843 | HEK293 Gal4-DAX1 luciferase reporter, luminescence | inhibition, % at 6.75 µM | 340,000 tested, 0.99% active | AID 504766;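 active means inhibition above the mean over all tested compounds plus 3 SD, cut at about 4.2% in these data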;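 further: 0% = DAX1-transfected cells with DMSO and 100% = empty-vector control cells with DMSO; inhibition shows as a rise in luminescence from relieved DAX1 repression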
Target sequence (P51843 207-470 limits assumed): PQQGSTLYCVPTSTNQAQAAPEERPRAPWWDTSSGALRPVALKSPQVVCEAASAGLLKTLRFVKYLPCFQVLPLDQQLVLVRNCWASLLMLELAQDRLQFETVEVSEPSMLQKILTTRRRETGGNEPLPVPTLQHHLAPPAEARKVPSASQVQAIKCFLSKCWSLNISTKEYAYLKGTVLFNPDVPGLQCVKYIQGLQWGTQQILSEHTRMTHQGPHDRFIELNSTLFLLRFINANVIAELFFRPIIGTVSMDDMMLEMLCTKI
PLCb3 inh = blocks human PLC-beta3 enzyme activity; 370,000 tested, 0.18% active; Purified PLC-beta3, fluorogenic substrate, fluorescence; inhibition, % at 12.2 µM; Q01970; AID 720704; in the data active means inhibition above about 11%;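 further: 0% = median of compound wells on plate and 100% = full blocker control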
SMARCA2 act = activators of SMARCA2 function. activation, % at 9.1 µM. MG213 cells, MMTV-luciferase reporter, dexamethasone, overnight. 370,000 tested, 1% active; in the data active means activation above about 7.8%;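 further: 0% = vehicle wells and 100% = reference activator wells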
hcDAF12 agonist = activators of H. contortus DAF-12 nuclear receptor; activation, % at 6.8 µM; 370,000 tested, 1.4% active; HEK293 hcDAF-12 lit1-tk-luc reporter, luminescence; 0% DMSO, 100% Δ7-dafachronic acid; AID 652067;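 active means activation above the mean of all tested compounds plus 3 SD, cut at about 5.5% in these data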;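 further: 100% = response to 3 µM Δ7-dafachronic acid high control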
NR1D1 modulator = modulates human Rev-erb alpha binding to DNA; P20393; Rev-erbα–FITC-DNA binding, fluorescence polarization, 90 min; activity, % at 10 µM; 370,000 tested, 0.79% active;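 active means activity above about 14%, limit read from the data; passing the limit was not always enough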;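 further: 0% = DMSO wells with 35 nM protein and 100% = DMSO wells with 750 nM protein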
hgDAF-12 ag = hgDAF-12 agonism, primary luciferase screen | HEK293 GAL4-hgDAF12 UAS-luciferase reporter, agonist luminescence; normalized to butyrate control | activation, % at 6.8 µM | 370,000 tested, 1.8% active;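 active means activation above a cutoff set at the mean of all screened compounds plus 3 SD, cut at about 10% in these data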;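 further: 0% = DMSO wells and 100% = sodium butyrate wells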
ssDAF-12 act = activates DAF-12 receptor from parasite S. stercoralis | HEK293 ssDAF-12/GRIP1 lit1-tk-luc reporter, luminescence; % of 3 µM dafachronic acid response | activation, % at 6.8 µM | 370,000 tested, 1% active | AID 652126;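 active means activation above the mean over all tested compounds plus 3 SD, cut at about 0.9% in these data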;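 further: 0% = DMSO-only wells and 100% = 3 µM delta7-dafachronic acid wells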
PG9 binder = binds the HIV-1 gp120 antibody PG9; TR-FRET gp120-PG9 antibody binding; inhibition, % at 6.7 µM; 360,000 tested, 0.43% active; in the data active means inhibition above about 8.5%
GAA850 FXN act = increases GAA850 frataxin promoter reporter activity; HEK293 lucGAA850 FXN promoter luciferase reporter, 24 h; percent of 10 µM SAHA response; activation, % at 6 µM; 360,000 tested, 0.56% active;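 active means activation above the average of all compounds screened plus 3 SD, cutoff fixed separately per campaign, cut at about 7.5% in these data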;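 further: 0% = DMSO wells and 100% = 10 µM SAHA wells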
* hit, by the source's call; · = no result given.

SMILES | HGIII-sPLA2 inh | DAX1 inh-1 | DAX1 inh-2 | PLCb3 inh | SMARCA2 act | hcDAF12 agonist | NR1D1 modulator | hgDAF-12 ag | ssDAF-12 act | PG9 binder | GAA850 FXN act
Cc1cccc(-n2ncc3c(NCCc4ccc(S(N)(=O)=O)cc4)ncnc32)c1 | -28 | -1.6 | 0.4 | 7 | 3 | -3.6 | 7 | 2.0 | -1.7 | 0.8 | -2.6
COC(=O)c1sccc1NC(=O)Nc1cccc([N+](=O)[O-])c1 | -1 | -0.9 | 0.6 | -6 | 0 | -0.1 | -3 | -0.2 | -1.4 | -1.8 | 2.2
Cc1ccc(NC(=O)Nc2nc3ccc(S(C)(=O)=O)cc3s2)cc1 | 4 | -0.4 | -0.7 | -9 | 1 | -2.6 | 19* | -2.4 | -1.2 | 34* | -0.6
Cc1ccc([N+](=O)[O-])cc1S(=O)(=O)N(C(=O)c1ccncc1)c1ccc2oc3c(c2c1)CCCC3 | -34 | -0.2 | -0.3 | 1 | 1 | -2.2 | 0 | 2.1 | -0.9 | 0.3 | 2.8
CC(=O)Oc1ccc(/C=C2\N=C(C3CCCCC3)OC2=O)cc1 | 6 | 0.2 | 1.1 | -7 | -3 | -1.9 | -3 | -2.4 | -1.1 | -0.5 | 0.0
COc1cccc2sc(Nc3nc4ccc(NC(C)=O)cc4s3)nc12 | -34 | -2.3 | -3.0 | -391 | 5 | -5.4 | -11 | -8.9 | -2.1 | 0.4 | 3.3
C/C=C/c1ccc(OCC(O)CN2CCCCCCC2)c(OC)c1 (configuration not stated) | 4 | 0.0 | -0.8 | -4 | -1 | -1.2 | 10 | -0.2 | -1.3 | -0.5 | -2.5
CCCOc1ccc(Br)cc1CSC(=N)N | 35* | -2.7 | -2.8 | 0 | -6 | -3.2 | 3 | -5.8 | -2.8 | -2.2 | -2.1
CCOC(=O)Cc1csc(NC(=S)NC(=O)c2cc(OC)c(OC)c(OC)c2)n1 | 15 | 0.6 | 1.8 | -9 | -5 | -0.7 | -1 | 3.7 | -1.6 | 1.2 | 0.4
O=C(Oc1cccc(Cl)c1)N1CCOCC1 | 12 | 0.1 | 3.1 | -5 | -2 | -2.0 | 6 | -2.6 | -1.3 | -1.7 | 2.1
Cc1csc(=O)n1CCC(=O)OCC(=O)Nc1ccc(Cl)cn1 | 2 | 0.2 | 0.6 | -3 | -1 | 0.6 | -1 | -0.7 | -0.1 | -0.6 | 0.5
CCN1CCc2nc3ccccc3c(C(=O)Nc3ccc(C#N)cc3)c2C1 | -3 | 0.2 | 1.2 | -25 | 4 | 0.4 | -1 | 0.5 | -0.8 | -0.3 | 6.1
CC(=O)N[C@@H]1C[C@@H]2O[C@@H](CO)CC[C@@H]2O[C@@H]1CCc1ccc(C#CC2(O)CCCC2)cc1 | -3 | -0.8 | · | 3 | 2 | -2.4 | 4 | -0.5 | -1.8 | · | ·
CCOc1ccc(C(C)=O)cc1COC(=O)c1cc([N+](=O)[O-])ccc1N1CCOCC1 | 2 | -3.4 | 1.2 | -3 | -2 | 0.2 | 14* | -0.5 | -1.3 | 0.4 | 0.1
COc1cccc(/C=N/NC(=O)CNC(=O)c2ccc(S(=O)(=O)N3CCCC3)cc2)c1OC | -5 | -0.4 | -0.7 | -16 | -1 | -1.1 | -6 | -1.7 | -1.6 | -3.3 | 1.9
COC(=O)[C@]12CCCCC=C1N(Cc1ccccc1)C(=O)[C@H](CC(=O)NCc1cccc3ccccc13)C2 | -5 | -1.4 | · | 4 | -5 | -1.0 | -5 | -2.7 | -0.7 | -0.3 | ·
CCOc1ccc(C(=O)NCC2CCCO2)cc1 (configuration not stated) | 7 | 0.9 | 1.4 | 1 | 0 | 2.8 | 3 | 4.3 | -0.8 | 0.0 | 2.6
Cc1cccc(N(CC(=O)NCc2ccc(F)cc2)C(=O)c2csnn2)c1C | -2 | -0.4 | 1.2 | -2 | -3 | -0.3 | 4 | -0.3 | -1.9 | -0.5 | -2.8
O=C(CSc1nc(O)c(C2CCCCC2)c(=O)[nH]1)NCC1CCCO1 (configuration not stated) | -3 | 0.2 | 1.9 | -3 | -1 | -0.5 | -2 | -0.3 | -0.7 | 0.7 | 2.5
Cc1ccc([C@@H]2C[C@H]3[C@@H](CN2S(=O)(=O)c2ccc(C)cc2)C(=O)C[C@@H](c2ccccc2F)N3S(=O)(=O)c2ccc(C)cc2)cc1 | 9 | -1.8 | · | -2 | -3 | 0.6 | -3 | 0.7 | -0.7 | 0.6 | ·
CCn1c(=NC(=O)CS(=O)(=O)c2ccc(C)cc2)sc2cccc(OC)c21 | -4 | -5.2 | -1.8 | -29 | -3 | -3.5 | 0 | -5.7 | -1.3 | -0.9 | -0.6
CC(=O)Nc1cccc(NC(=O)Nc2ccc(F)cc2F)c1 | -1 | -0.5 | -0.3 | 3 | 2 | -2.3 | -5 | 3.6 | 1.3* | -3.1 | 0.7
Cc1ccc(N2CC(C(=O)N3CCN(c4ccccn4)CC3)CC2=O)cc1 (configuration not stated) | -7 | -0.7 | 0.6 | -6 | -4 | -1.7 | -1 | -3.4 | -1.1 | 0.7 | 0.6
CCNC(=O)CC1C(=O)N(c2ccc(OC)cc2)C(=O)N1Cc1ccc(OC)cc1 (configuration not stated) | -1 | -0.9 | -0.4 | -2 | 2 | -1.8 | -3 | -1.7 | -0.9 | -2.1 | 2.1
O=C1CCC(C(=O)N2CCSCC2)CN1CCc1ccccc1 (configuration not stated) | 2 | 0.0 | 0.6 | -8 | 0 | -1.6 | 2 | -0.9 | -0.7 | 1.5 | 1.5
Cc1nnc(NC(=O)CSc2nnc(CCc3nc4ccccc4[nH]3)n2C)s1 | 1 | 0.3 | 0.9 | 4 | -1 | -0.7 | 4 | 0.7 | -0.9 | -1.4 | -1.6
CC1C(=O)N2CCCc3cc(NC(=O)C4CC4)cc1c32 (configuration not stated) | 7 | 0.2 | -0.1 | -7 | 2 | 0.1 | -4 | -0.9 | -0.9 | -2.8 | -0.8
O=C(c1ccco1)c1coc2c1cc(O)c1ccccc12 | -16 | 0.4 | 0.7 | -5 | 3 | 7.9* | -2 | 5.8 | 1.0* | -0.1 | 2.0
C=CCC[C@H](Cc1ccc(F)cc1)C(=O)OC[C@@H](Cc1c[nH]c2ccccc12)NC(=O)[C@H](CC=C)CC(=O)NCCO | -80 | -0.3 | -1.2 | 2 | 1 | -1.3 | 1 | -2.2 | -1.7 | 0.4 | -3.5
CC1(C)C2CCC1(C)C(Nc1ccccc1)C2 (configuration not stated) | 5 | 0.3 | -0.8 | -4 | -1 | 0.8 | -3 | -1.4 | -1.0 | 0.0 | 1.3
CCOc1ccc(C2CC(=O)NC2=O)cc1 (configuration not stated) | -2 | 0.0 | 1.0 | -1 | -3 | -0.1 | -6 | -4.5 | -0.3 | -1.9 | 2.0
CCOC(=O)NNC(=O)NCCCCCCNC(=O)NNC(=O)OCC | -4 | 1.7 | 0.8 | -3 | -2 | -0.1 | 1 | 0.1 | -0.6 | -2.8 | 0.4
COc1ccc([C@H]2C[C@@H](n3cc(-c4ccc(F)cc4)nn3)[C@H](O)CN2C(=O)c2cccs2)cc1 | -8 | -0.2 | 0.2 | 0 | 0 | -2.0 | -1 | -1.7 | -0.3 | 0.3 | 1.5
COCCN(Cc1ccccc1)C(=O)c1cccc(S(=O)(=O)N2CCN(c3ccc(F)cc3)CC2)c1 | -8 | -2.0 | -0.8 | -10 | -2 | -2.3 | 3 | -2.8 | -1.7 | 2.5 | -1.0
Cc1sc2nc(CSc3ccccc3)nc(N3CCC(C(N)=O)CC3)c2c1C | -5 | 1.3 | 0.0 | -3 | -4 | -1.2 | -1 | -7.7 | -1.2 | -0.9 | 2.1
CNC(=S)NNC(=O)c1oc2nc(-c3ccccc3)cc(-c3ccco3)c2c1N | -1 | -0.2 | -2.1 | -205 | -4 | -0.3 | -8 | 0.0 | -1.4 | -1.2 | 0.9
O=C(CCSc1nc(-c2ccc3c(c2)OCO3)cc(C(F)(F)F)n1)NCc1ccco1 | 0 | -2.3 | -0.4 | -184 | -1 | -2.5 | 4 | -2.2 | -1.7 | -0.4 | -0.8
CCCCCCN1CCN(C2CN(Cc3ccc(F)cc3)S(=O)(=O)C2)CC1 (configuration not stated) | 7 | -1.3 | · | 2 | -5 | -0.6 | 7 | -2.9 | -0.9 | -0.1 | ·
Cc1ccc(S(=O)(=O)NCCC(=O)NNC(=O)COc2ccccc2Cl)cc1C | -23 | -0.6 | 0.4 | -5 | 1 | 0.9 | 6 | -2.4 | -0.7 | -1.2 | -1.4
CC(C)N1C(=O)S/C(=C/c2ccccc2OCc2ccc(C(=O)O)cc2)C1=O | -24 | 0.2 | 0.4 | -6 | 4 | -0.5 | 1 | -1.0 | -0.9 | -2.1 | 3.1
CCN1C(=O)C(CC(=O)NC2CCCCC2)N(CC)C1=O (configuration not stated) | 4 | -0.2 | 0.2 | 3 | -1 | -0.8 | 0 | -1.8 | -0.2 | -0.2 | 0.1
COc1cccc(/C=C/C(=O)NCc2cn3cc(Cl)ccc3n2)c1 | -3 | -0.4 | 2.8 | -6 | -2 | -2.1 | -4 | 1.2 | 0.7 | -0.6 | 0.6
CC(=O)Nc1cc(-c2ccccc2)cn2c(-c3ccc(F)cc3)cnc12 | 3 | -0.2 | · | -19 | 1 | -2.2 | 1 | 0.2 | -1.2 | -1.1 | 0.0
Cc1nn(-c2ccccc2)c2sc(C(=O)N(CC(=O)NC3CCCC3)Cc3ccco3)cc12 | -5 | -0.7 | 1.8 | -3 | 1 | 1.1 | 3 | -3.1 | -0.3 | -0.6 | 1.3
O=c1[nH]c(CN2CCCC2)nc2sc3c(c12)CCC3 | -4 | 0.9 | 2.1 | -106 | -1 | -0.7 | -6 | -0.1 | -0.7 | -2.0 | 2.9
C=CC[n+]1c(-c2ccc(OCC)cc2)csc1NNC(=O)Nc1ccccc1 | 2 | -0.8 | -2.4 | -10 | -3 | -0.2 | 0 | 2.1 | -1.4 | 0.9 | 0.1
O=C(O)CCC(=O)NNc1ncnc2ccccc12 | 5 | -1.1 | 3.2 | -34 | -2 | -0.1 | -4 | -4.8 | -1.0 | -0.6 | 1.7
COc1ccc(NC(=O)C2c3cc(OC)c(OC)cc3C(=O)N(C)C2c2cccnc2)cc1OC (configuration not stated) | 6 | 0.5 | 0.3 | 2 | -1 | -0.5 | 1 | -1.9 | -1.3 | -0.8 | 3.2
S=C(NCC1CCCO1)Nc1cccc(Cl)c1 (configuration not stated) | 8 | -0.4 | -0.3 | 0 | 3 | -0.1 | -3 | 3.0 | -1.8 | 0.4 | 1.5
